BoNT F protease = BoNT/F light chain protease inhibitors, primary screen, biochemical, flow cytometry, MLPCN library. Botulinum neurotoxin type F light chain protease (Clostridium botulinum). Multiplex microsphere protease cleavage assay. inhibition, % at 10 µM. 360,000 tested, 0.22% active; in the data active = inhibition above about 35%, passing the limit was not always enough; inconclusive = no clear call, values can overlap the other calls; also: plate controls were buffer without enzyme for full effect and enzyme alone for no effect
FBA Mtb inh = Mtb FBA enzyme inhibitors, primary screen, biochemical, fluorescence, strain H37Rv | inhibition, % at 1 µM | purified M. tuberculosis FBA, fluorescence read-out | 360,000 tested, 2.3% active | Fructose-bisphosphate aldolase (Mycobacterium tuberculosis (strain ATCC 25618 / H37Rv)), …; in the data active = inhibition above about 27%;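 also: 0% = vehicle and 100% = reference inhibitor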
Target sequence (P9WQA3 whole entry, looked up): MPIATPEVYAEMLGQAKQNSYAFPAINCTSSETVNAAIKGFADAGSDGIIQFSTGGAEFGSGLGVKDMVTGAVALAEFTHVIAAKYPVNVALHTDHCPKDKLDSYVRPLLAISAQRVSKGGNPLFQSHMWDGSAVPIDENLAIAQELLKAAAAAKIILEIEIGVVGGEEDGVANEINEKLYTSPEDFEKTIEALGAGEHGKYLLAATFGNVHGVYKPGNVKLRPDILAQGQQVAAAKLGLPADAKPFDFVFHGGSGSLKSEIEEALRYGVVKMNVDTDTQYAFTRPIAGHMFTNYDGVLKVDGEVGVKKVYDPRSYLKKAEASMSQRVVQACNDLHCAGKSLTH
FadD28 binding = inhibitors of FadD28 bisubstrate probe binding, primary screen, biochemical, fluorescence polarization, single point | AID 588549, 2011 | 360,000 tested, 0.22% active | Mycobacterium tuberculosis FadD28 fatty-acid-AMP ligase | inhibition, % at 12.5 µM; in the data active = inhibition above about 8.5%, passing the limit was not always enough; inconclusive = no clear call, values can overlap the other calls
Rv3671c inh = Rv3671c serine protease inhibitors, primary screen, biochemical, fluorescence polarization, M. tuberculosis H37Rv. inhibition, % at 5.96 µM. 320,000 tested, 0.048% active; in the data active = inhibition above about 38%;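 also: extracellular domain of Rv3671c used as enzyme; 0% = enzyme with DMSO and 100% = no enzyme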
Target sequence (P9WHR9 whole entry, looked up, the tested form may be a part): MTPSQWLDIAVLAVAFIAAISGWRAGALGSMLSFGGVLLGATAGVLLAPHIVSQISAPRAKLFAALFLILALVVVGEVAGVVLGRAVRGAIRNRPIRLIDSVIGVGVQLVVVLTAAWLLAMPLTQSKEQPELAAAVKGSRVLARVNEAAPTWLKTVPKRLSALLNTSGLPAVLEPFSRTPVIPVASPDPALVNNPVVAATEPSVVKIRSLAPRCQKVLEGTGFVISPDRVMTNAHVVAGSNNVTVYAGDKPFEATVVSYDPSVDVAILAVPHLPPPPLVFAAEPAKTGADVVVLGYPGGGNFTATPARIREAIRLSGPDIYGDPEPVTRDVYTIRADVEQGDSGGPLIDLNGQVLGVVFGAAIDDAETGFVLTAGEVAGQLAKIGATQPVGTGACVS
BioA inh = M. tuberculosis BioA enzyme inhibitors, primary screen, biochemical, plate reader, single point, HTS | purified M. tuberculosis BioA enzyme | 360,000 tested, 0.096% active | inhibition, % at 9.99 µM; in the data active = inhibition above about 40%; inconclusive = no clear call, values can overlap the other calls
MazEF act = activators of E. coli MazEF toxin-antitoxin RNase, primary screen, biochemical, fluorescence, uHTS. Endoribonuclease toxin MazF (Escherichia coli (strain K12)), P0AE70. AID 504720, 2011. FAM/BHQ RNA-DNA oligo cleavage fluorescence, 5 h. 350,000 tested, 0.32% active. activation, % at 20 µM; in the data active = activation above about 50%
Target sequence (P0AE70 whole entry, looked up): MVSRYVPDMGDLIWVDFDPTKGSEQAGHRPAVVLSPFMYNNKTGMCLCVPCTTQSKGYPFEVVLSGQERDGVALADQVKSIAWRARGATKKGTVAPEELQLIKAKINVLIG
GDH-TPI inh = GDH-TPI coupling enzyme inhibitors, primary screen, artefact control for M. tuberculosis FBA inhibitor project, biochemical, absorbance, full deck. GDH-TPI coupled enzyme counterscreen, NADH absorbance. inhibition, % at 4.8 µM. 360,000 tested, 1.2% active. AID 588335, 2011; in the data active = inhibition above about 30%;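 also: 0% = DMSO wells and 100% = wells lacking the enzyme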
PrPC surface inh = inhibitors of human cell surface prion protein PrPC, primary screen, cell-based, TR-FRET; AID 720596, 2013; Major prion protein (Homo sapiens), P04156; 370,000 tested, 0.43% active; inhibition, % at 13.8 µM; TR-FRET read-out; in the data active = inhibition above about 24%; also: 0% = median of the test wells and 100% = reference compound wells
UGM FP inh = M. tuberculosis UGM enzyme inhibitors, primary screen, biochemical, fluorescence polarization, single point; purified UGM, fluorescence polarization probe displacement; inhibition, % at 10 µM; 320,000 tested, 0.06% active; AID 504406, 2011; UDP-galactopyranose mutase (Mycobacterium tuberculosis (strain ATCC 25618 / H37Rv)), …; in the data active = inhibition above about 10%, passing the limit was not always enough; inconclusive = no clear call, values can overlap the other calls
* = called active by the depositor; ? = inconclusive; . = not tested or not shown; + = active, no number; & = joins results of further samples.

SMILES	BoNT F protease	FBA Mtb inh	FadD28 binding	Rv3671c inh	BioA inh	MazEF act	GDH-TPI inh	PrPC surface inh	UGM FP inh
CN(C)c1ccc(NC(=O)COC(=O)CNC(=O)c2cccs2)cc1	-17	0	-4.2	7	-1.0	9	6	5	0.1
Cc1ccccc1CNC(=O)C(=O)Nc1nccs1	-6	-2	-3.0	3	.	-1	-1	6	-1.0
O=C(O)C1CC=CCC1C(=O)NC1CCCCC1 (stereo not given)	-5	1	-2.8	4	-0.9	-3	1	-4	-2.4
COc1ccc(N2CC(C(=O)OCC(=O)Nc3ccccc3C)CC2=O)cc1 (stereo not given)	-5	-1	-2.5	8	11	0	-5	3	0.0
COc1cccc(-n2c(SCC#N)nnc2-c2cnccn2)c1	4	5	-1.4	-2	-1.1	11	19	-8	1.2
C=CCOc1ccc(C2/C(=C(/O)c3ccc4c(c3)CC(C)O4)C(=O)C(=O)N2CCCN2CCOCC2)cc1 (stereo not given)	.	-1	0.6	-2	0.3	4	9	5	2.7
Cc1cc(Br)ccc1NC(=O)C1CCN(S(=O)(=O)c2cnc[nH]2)CC1	-1	0	-5.1	2	0.0	2	0	4	-0.2
COc1cc(-c2ccccc2)nc(N)n1	-5	5	0.8	-9	.	-14	-5	.	3.0
CN(Cc1ccccc1)C(=O)CCCn1c(=O)c2cccn2c2cccnc21	-2	2	-3.6	-2	3.0	-8	6	2	-1.0
S=c1nc(NCCc2ccccc2Cl)c2ccccc2[nH]1	-10	4	.	.	0.8	13	9	2	-0.3
CCOC(=O)c1cc(=O)c2ccc(OCc3ccccc3)cc2o1	-2	3	-2.2	-13	-3.0	4	10	11	0.8
CCC(=O)N1c2ccc(S(=O)(=O)N3CCCC3)cc2CC1C (stereo not given)	4	-2	-4.0	0	0.2	4	-4	-3	0.2
CCN(C(=O)COC(=O)c1cc(=O)c2ccccc2o1)c1c(N)n(Cc2ccccc2)c(=O)[nH]c1=O	-4	0	-0.9	2	-0.3	2	0	4	2.6
COC(=O)c1cc2occc2n1Cc1ccc(Cl)cc1	-1	6	-6.3	-3	.	-14	-1	0	0.1
CC(C)Cc1nc2oc3c(Cl)ncnc3c2c2c1CCCC2	?	-2	-3.0	-2	2.5	8	1	4	0.9
CC(C)C(NC(=O)C(NC(=O)C1O[C@@H]2OC(C)(C)O[C@@H]2[C@H]2OC(C)(C)O[C@@H]12)C(C)C)C(=O)O (stereo not given in full)	5	3	-0.4	-2	-0.4	-9	3	0	1.3
O=C(NCc1ccco1)c1nc2nc(-c3cccs3)cc(C(F)(F)F)n2n1	-9	+	0.5	2	.	4	28	-28	3.8
N#CCCN1CCN(Cn2c3ccccc3c3ccccc32)CC1	-5	2	-3.0	-18	-0.2	0	-1	2	1.5
Cc1ccc(S(=O)(=O)N2CCCCC2)cc1NC(=O)CSc1ncnc2ccccc12	12	0	1.2	-6	-1.6	-12	2	63*	.
COc1ccccc1-c1n[nH]c(=S)o1	14	17	-1.5	4	0.6	-3	10	48*	-1.4
NS(=O)(=O)c1ccc(CNC(=O)c2ccc(NS(=O)(=O)c3cccs3)cc2)cc1	1	-1	-3.4	-1	1.2	3	-2	-5	-3.8
Cc1ccc(-c2nnc(-c3cccs3)o2)cc1	-10	54*	-0.8	1	.	4	9	-7	-0.8
Cc1ccc2cc(CCNC(=O)c3ccc(C)c([N+](=O)[O-])c3)c(=O)[nH]c2c1	6	0	-2.2	-4	-1.3	9	5	-3	3.1
COc1ccccc1C(=O)NC(=O)COC(=O)c1cccc(OC(F)F)c1	.	3	-0.5	-5	-0.4	1	5	-3	-1.3
O=C(O)C1CCN(C(=O)COc2ccc(Br)cc2)CC1	-1	1	-0.5	-1	-3.0	7	-1	7	2.3

Six entries picked at random from the list so far:
SMILES	BoNT F protease	FBA Mtb inh	FadD28 binding	Rv3671c inh	BioA inh	MazEF act	GDH-TPI inh	PrPC surface inh	UGM FP inh
CN(C)c1ccc(NC(=O)COC(=O)CNC(=O)c2cccs2)cc1	-17	0	-4.2	7	-1.0	9	6	5	0.1
COc1cc(-c2ccccc2)nc(N)n1	-5	5	0.8	-9	.	-14	-5	.	3.0
O=C(NCc1ccco1)c1nc2nc(-c3cccs3)cc(C(F)(F)F)n2n1	-9	+	0.5	2	.	4	28	-28	3.8
Cc1ccc2cc(CCNC(=O)c3ccc(C)c([N+](=O)[O-])c3)c(=O)[nH]c2c1	6	0	-2.2	-4	-1.3	9	5	-3	3.1
COc1cccc(-n2c(SCC#N)nnc2-c2cnccn2)c1	4	5	-1.4	-2	-1.1	11	19	-8	1.2
CCN(C(=O)COC(=O)c1cc(=O)c2ccccc2o1)c1c(N)n(Cc2ccccc2)c(=O)[nH]c1=O	-4	0	-0.9	2	-0.3	2	0	4	2.6

Ordered by length of the SMILES (rising): 4 of the compounds above
SMILES	BoNT F protease	FBA Mtb inh	FadD28 binding	Rv3671c inh	BioA inh	MazEF act	GDH-TPI inh	PrPC surface inh	UGM FP inh
S=c1nc(NCCc2ccccc2Cl)c2ccccc2[nH]1	-10	4	.	.	0.8	13	9	2	-0.3
CCOC(=O)c1cc(=O)c2ccc(OCc3ccccc3)cc2o1	-2	3	-2.2	-13	-3.0	4	10	11	0.8
COc1ccccc1C(=O)NC(=O)COC(=O)c1cccc(OC(F)F)c1	.	3	-0.5	-5	-0.4	1	5	-3	-1.3
C=CCOc1ccc(C2/C(=C(/O)c3ccc4c(c3)CC(C)O4)C(=O)C(=O)N2CCCN2CCOCC2)cc1 (stereo not given)	.	-1	0.6	-2	0.3	4	9	5	2.7

Back to the main list; the 2 compounds before the break are reprinted first.
SMILES	BoNT F protease	FBA Mtb inh	FadD28 binding	Rv3671c inh	BioA inh	MazEF act	GDH-TPI inh	PrPC surface inh	UGM FP inh
COc1ccccc1C(=O)NC(=O)COC(=O)c1cccc(OC(F)F)c1	.	3	-0.5	-5	-0.4	1	5	-3	-1.3
O=C(O)C1CCN(C(=O)COc2ccc(Br)cc2)CC1	-1	1	-0.5	-1	-3.0	7	-1	7	2.3
Cc1ccc2c(c1)C1CN(C)CCC1N2C(=O)Nc1cccc(C(F)(F)F)c1 (stereo not given)	7	1	0.7	0	-1.6	13	0	-2	3.2
O=c1[nH]n(-c2ccc(Cl)cc2)c(=O)c(Cl)c1Cl	-3	-3	-2.2	-4	.	2	1	-6	2.4
CCc1nc2nc(C)c(NS(=O)(=O)c3ccc(Cl)cc3)c(=O)n2[nH]1	8	3	0.1	5	0.1	4	-2	-2	-4.3
O=C(NCCN1CCOCC1)C1(C(F)(F)F)C/C(=C\Cc2ccccc2)CCCO1 (stereo not given)	-3	4	-2.4	-1	0.2	6	3	-1	-0.6
O=C(CSCc1ccccc1)Nc1cccc(F)c1	-5	1	-1.7	-16	.	-3	-5	9	.
N/C(=N\OC(=O)Nc1ccccc1)c1ncc([N+](=O)[O-])s1	?	-1	-1.0	-4	.	9	10	-7	-1.1
CC(=O)c1ccc(NC(=O)CN2CCN(S(=O)(=O)c3ccc4ccccc4c3)CC2)cc1	-5	-1	.	-33	-1.6	-25	3	7	-1.1
COc1ccc(Cl)cc1NC(=O)C(C)OC(=O)Cn1cc(C(F)(F)F)ccc1=O (stereo not given)	0	-1	-1.8	2	0.1	11	4	2	-0.3
CCOC(=O)C/C(N)=N/N(C)c1ncc(C(F)(F)F)cc1Cl	3	3	0.8	5	.	2	6	0	0.7
Cc1cc(C(=O)NCC2CCCO2)sc1C (stereo not given)	?	2	-1.4	.	-0.7	3	-1	5	.
COc1cc2cc(C(C)(C)O)oc(=O)c2cc1OC	3	2	-2.8	-2	3.8	4	12	4	2.7
Cc1c(NC(=O)CSc2nnc(COc3ccccc3)n2-c2ccccc2)c(=O)n(-c2ccccc2)n1C	-2	4	-5.3	-1	11	-1	-14	0	2.6
Cc1cc(C)c(NC(=O)COC(=O)C2CCN(c3ccc(C(F)(F)F)cn3)CC2)c(Cl)c1	1	0	-5.3	0	-2.1	-6	-7	6	4.3
CC1CN(Cc2ccccc2)C(C)CC1O (stereo not given)	-2	0	-3.0	8	0.6	19	5	1	-0.5
Cc1oc(-c2ccccc2)nc1C(=O)OCC(=O)NC(=O)NCC(C)C	10	-1	-4.6	-9	-0.7	0	-6	-5	0.0
C#CCNC(=O)C1=C[C@H](c2ccc(Br)cc2)C[C@H](OCCCCO)O1	19	-1	-5.3	-8	2.2&-1.8	0	0	7	0.6
O=S(=O)(c1ccc(Cl)nc1)N1CCCc2ccccc21	-6	-1	-4.6	3	.	-5	7	-5	0.2
O=C(Nc1nc(-c2ccccn2)cs1)c1ncc(Cl)c(Cl)c1Cl	-5	2	-1.3	-9	-0.9	7	17	2	0.6
COC(=O)C(NC(=S)N1CC2C[C@@H](C1)Cn1c2cccc1=O)C(C)C (stereo not given in full)	-1	4	-0.1	.	-0.5	1	6	-4	.
COc1cc(/C=C/C(O)=C/C(=O)/C=C/c2ccc(O)cc2)ccc1O	2	-15	-2.2	22	-2.7	-30	24	-9	1.6
COc1ncnc2c1oc1ccccc12	2	-2	-0.3	0	-1.7	3	-2	7	0.5
COc1cccc(CNC(=O)COC(=O)CCS(=O)(=O)c2ccc(C)cc2)c1	-1	4	0.9	.	.	-4	-4	0	.
O=C(c1ccco1)N1CCN(c2cc(=O)n(-c3ccc(Cl)cc3)c(=O)[nH]2)CC1	-9	0	-3.6	-3	1.6	4	-10	-1	1.9
COc1ccc(C(=O)Nc2cc3c4c(c2)CC(=O)N4CCC3)cc1	.	5	0.8	8	0.1	2	2	0	0.4
O=C(c1ccc(COc2ccccc2Cl)o1)N1CCCC1	-3	4	-3.9	2	2.2	1	2	3	-2.6
CC(C)c1ccccc1NC(=O)CCCC(=O)O	1	0	-1.4	11	-1.1	3	3	4	-2.5

Source: PubChem BioAssay (several laboratories)
